# CHRM4 antagonist: human M4 muscarinic receptor antagonists, primary screen, CHO cells, Fluo-8 calcium fluorescence; Muscarinic acetylcholine receptor M4 (Homo sapiens), P08173; CHO-hM4 cells, ACh EC80; inhibition, % at 3 µM; 360,000 tested, 0.73% active;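 active = inhibition above its plate's cutoff, the mean inhibition of sample wells plus 3 SD, cut at about 27% in these data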;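 also: 0% = acetylcholine EC80 with DMSO and 100% = DMSO without agonist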
# Target sequence (P08173 whole entry, looked up): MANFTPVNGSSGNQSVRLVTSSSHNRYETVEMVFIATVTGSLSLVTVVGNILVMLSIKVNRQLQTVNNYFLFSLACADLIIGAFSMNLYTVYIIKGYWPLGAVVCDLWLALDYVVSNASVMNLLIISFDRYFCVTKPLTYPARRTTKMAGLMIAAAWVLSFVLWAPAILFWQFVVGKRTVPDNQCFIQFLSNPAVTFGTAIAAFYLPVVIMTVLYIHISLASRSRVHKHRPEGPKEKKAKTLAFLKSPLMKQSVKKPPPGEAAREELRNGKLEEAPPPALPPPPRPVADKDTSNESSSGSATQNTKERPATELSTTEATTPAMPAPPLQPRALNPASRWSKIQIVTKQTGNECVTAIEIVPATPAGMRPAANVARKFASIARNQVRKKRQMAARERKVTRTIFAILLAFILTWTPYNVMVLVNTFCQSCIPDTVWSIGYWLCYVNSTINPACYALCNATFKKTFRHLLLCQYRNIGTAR
# CHRM1 antagonist: human M1 muscarinic receptor antagonists, primary screen, CHO-K1 cells, Fluo-8 calcium fluorescence, 1536-well; Muscarinic acetylcholine receptor M1 (Homo sapiens), P11229; CHO-K1 hM1, ACh EC80 antagonist; inhibition, % at 3 µM; 360,000 tested, 1.3% active;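 active = percent inhibition above its own plate's cutoff, namely the mean of that plate's compound wells plus 3 SD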;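 also: peak over basal fluorescence ratio during 140 s after agonist addition; 0% = ACh EC80 plus DMSO and 100% = DMSO alone without agonist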
# CHO parental Ca: ATP-evoked calcium signal inhibitors, parental CHO, primary screen, counter-screen for OX1R antagonist project, cell-based, fluorescence, Fluo-8 calcium dye; AID 463079, 2010; parental CHO-K1, ATP-induced calcium, Fluo-8 fluorescence; inhibition, % at 5.6 µM; 330,000 tested, 0.63% active;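 active = inhibition above that plate's mean sample inhibition plus 3 SD, cut at about 26% in these data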;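 also: 0% = ATP-challenged DMSO wells and 100% = DMSO wells without ATP; some compounds past the cut are filed as inactive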
#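 Assay system: untransfected parental CHO cell line. Also added: ATP agonist challenge. Dosing: one dose, 5.6 µM nominal. Measured by: Fluo-8 fluorescence. Read-out: % inhibition. Benchmarks: ATP wells versus no-ATP DMSO wells. Repeats: no replicates.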
# CHO-K1 Ca antag: M1 antagonist counterscreen hit in parental CHO-K1 cells | ATP-induced calcium, Fluo-8 fluorescence | inhibition, % at 3 µM | AID 602250 | 360,000 tested, 0.6% active;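 active = inhibition above a per-plate cutoff, the plate's mean sample inhibition plus 3 SD, cut at about 24% in these data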;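 also: 0% = DMSO plus EC80 ATP and 100% = DMSO alone without ATP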
# CHRM4 agonist: human M4 muscarinic receptor agonists, primary screen, CHO-K1 cells, Fluo-8 calcium fluorescence | Muscarinic acetylcholine receptor M4 (Homo sapiens), P08173 | CHO-K1 hM4/Gqi5; vehicle 0%, full acetylcholine response 100% | activation, % at 3 µM | 360,000 tested, 0.14% active | AID 624127, 2012;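 active = activation above the run mean over all test wells plus 3 SD, cut at about 32% in these data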;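 also: peak over basal fluorescence ratio per well then scaled between controls; 0% = DMSO wells and 100% = acetylcholine at EC100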
# CHRM1 agonist: human M1 muscarinic receptor agonists, primary screen, Fluo-8 calcium fluorescence, CHO-K1 cells, HTS. Muscarinic acetylcholine receptor M1 (Homo sapiens), P11229. 360,000 tested, 0.33% active. activation, % at 3 µM. CHO-K1 hM1, agonist mode; 0% DMSO, 100% acetylcholine EC100. AID 588814, 2011;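 active = activation above the run's mean compound activation plus 3 SD, cut at about 16% in these data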;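 also: peak over basal fluorescence ratio within a 140 s kinetic read after compound addition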
# CHRM1 PAM: human M1 muscarinic receptor positive allosteric modulators, primary screen, CHO-K1 cells, Fluo-8 calcium fluorescence, 1536-well. Muscarinic acetylcholine receptor M1 (Homo sapiens), P11229. CHO-K1 hM1, ACh EC20; 0% = ACh EC20, 100% = maximal ACh. activation, % at 3 µM. 360,000 tested, 0.088% active. AID 588819, 2011; in the data active = activation above about 19%, passing the limit was not always enough
# M1 ag parental: counter-screen for M1 agonists: effect in parental CHO-K1 cells; activation, % at 3 µM; Fluo-8 calcium fluorescence; scaled to maximal ATP response, vehicle zero; AID 602248, 2012; 360,000 tested, 0.48% active; in the data active = activation above about 15%;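 also: untransfected CHO-K1 host cells lacking M1 receptor as counterscreen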
# OXTR potentiator: human OXTR potentiators, primary screen, fluorescence, CHO-OTR cells, Fluo-8 calcium; Oxytocin receptor (Homo sapiens), P30559; Fluo-8 calcium fluorescence, potentiator mode; 0% = oxytocin EC15, 100% = EC100; activation, % at 3 µM; 320,000 tested, 0.061% active; AID 2445, 2010;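 active = activation above that plate's cutoff, the mean activation of tested compounds plus 3 SD, cut at about 6.6% in these data, passing the limit was not always enough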;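 also: 100% uses oxytocin at 75 nM as the full agonist control; some results filed as inactive read as strong as hits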
# Target sequence (P30559 whole entry, looked up): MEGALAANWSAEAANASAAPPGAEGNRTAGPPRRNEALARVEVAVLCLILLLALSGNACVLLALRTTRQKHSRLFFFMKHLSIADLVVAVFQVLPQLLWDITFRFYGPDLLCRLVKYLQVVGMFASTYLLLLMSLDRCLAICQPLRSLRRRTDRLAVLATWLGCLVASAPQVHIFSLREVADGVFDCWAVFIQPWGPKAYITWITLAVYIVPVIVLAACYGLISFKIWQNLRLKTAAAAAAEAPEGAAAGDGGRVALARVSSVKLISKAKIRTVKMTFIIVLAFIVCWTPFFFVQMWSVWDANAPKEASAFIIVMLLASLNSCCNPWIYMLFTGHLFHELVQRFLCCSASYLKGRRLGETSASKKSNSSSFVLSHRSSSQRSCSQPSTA
#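 Measured by – Fluo-8 calcium dye fluorescence · Test system – human OTR in CHO cells · Dosing – one concentration, 3.0 µM compound · Controls – EC15 oxytocin alone as 0%, 75 nM oxytocin as 100% · Evaluation – normalized max/min fluorescence ratio, % activation · Timing – 6 min pre-incubation, 100 s read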
# * marks the source's active call; other numbers are inactive results; nt = not tested or not shown.
SMILES,CHRM4 antagonist,CHRM1 antagonist,CHO parental Ca,CHO-K1 Ca antag,CHRM4 agonist,CHRM1 agonist,CHRM1 PAM,M1 ag parental,OXTR potentiator
CN1CCN(S(=O)(=O)c2ccc(SCCOc3ccccc3)nc2)CC1,3,-10,7,-7,5,-4,9,3.5,-12
CCC(=O)NC(=S)Nc1ccccc1C(=O)OC,-4,-1,-16,-13,0,-5,1,-0.1,0
C=CCNC(=O)c1ccc(-c2cccc([N+](=O)[O-])c2)o1,-15,-6,-3,-7,0,-5,6,-0.3,-7
CCN(CC)C(=O)/C(=C\c1cccc([N+](=O)[O-])c1)NC(=O)c1ccco1,6,-1,-5,-6,1,-4,2,1.2,0
COc1ccccc1NC(=O)CSc1nnc(C)n1CCc1ccccc1,6,-4,-10,10,1,-3,3,0.2,-12
Cc1ccc(S(=O)(=O)N2CCCCC2)cc1NC(=O)c1ccccc1Cl,-6,6,-27,-11,4,-4,4,2.1,-2
O=C(CN1CCN(CCN2C(=O)c3cccc4cccc(c34)C2=O)CC1)c1ccc(F)cc1,7,20,-14,-16,3,-12,-18,1.4,-1
CCCN1C(=O)C(=O)N(CC(=O)N2c3ccccc3NC(=O)CC2C)C1=O (stereo not given),-6,-6,nt,2,0,-1,0,2.8,nt
Cc1ccc(N)c([N+](=O)[O-])c1,2,-4,-6,-15,1,0,1,1.0,3
O=C(COC(=O)c1cccs1)c1ccc2c(c1)OCCO2,-7,3,1,-4,1,-5,-6,1.7,-6
CCCOC(=O)c1ccc(NC(=O)CN(C)Cc2cccs2)cc1,2,2,-12,-14,1,-10,-2,1.5,-8
C[C@H](CO)N1C[C@H](C)[C@@H](CN(C)C(=O)Nc2ccccc2)Oc2ccc(NC(=O)Nc3ccccc3)cc2C1=O,-6,-11,1,-18,0,-3,9,0.3,-7
CCOc1nc(NC(C)C)nc(NC(C)C)n1,4,7,-1,12,0,-2,3,0.1,2
CCCc1cc(=O)[nH]c(N2CCN(Cc3ccc4c(c3)OCO4)CC2)n1,0,-23,nt,-13,-1,-8,21,0.8,nt
Cc1ccc(C(=O)Nc2ccc(O)c(C(=O)O)c2)o1,-1,-5,-5,-6,0,-5,4,1.2,-5
CCN1C[C@@H]2[C@@H]3C(=O)N(Cc4ccccc4)C(=O)[C@@H]3[C@](CC)(C1=O)N2C(=O)c1ccc(F)cc1,1,-7,nt,-2,0,-7,6,-0.2,nt
CC1(C)CC(=O)C2=C(C1)OC(N)=C(C#N)C2c1ccccc1[N+](=O)[O-] (stereo not given),7,-6,8,-5,2,-8,14,2.1,-6
[O-]/C(=C(\C(=S)Nc1ccc(SC(F)F)cc1)[n+]1ccccc1)c1ccc(Cl)cc1Cl,0,2,-4,12,0,-11,-2,5.3,-5
C=CCN1C(=O)C(O)=C(C(C)=O)C1c1ccccc1F (stereo not given),1,4,-9,-14,1,-2,7,0.1,-1
Cc1ccc(-c2csc(-c3ccncc3)n2)cc1,-1,7,0,-9,-1,-10,-11,-0.9,-5
COc1ccccc1NC(=O)N1CCCC1C(=O)NCc1cccs1 (stereo not given),-4,-19,-2,-17,0,-1,8,0.3,-10
CC1CCCC(C)N1S(=O)(=O)c1ccc(S(=O)(=O)NCc2ccccc2)cc1 (stereo not given),2,-4,-10,8,2,-3,-4,-0.2,-5
CN1/C(=C/C(=S)NC(=O)C2(C)CC2(Cl)Cl)C(C)(C)c2ccccc21 (stereo not given),4,4,-20,-6,2,-5,-2,5.1,-10
CCC(C)[C@H]1CNC(=O)C(=O)N1CCCCC1CCCCC1 (stereo not given in full),-11,nt,nt,-9,-3,nt,nt,0.4,nt
Cc1ccc(CNC(=O)C(N=C2NS(=O)(=O)c3ccccc32)C(C)C)cc1 (stereo not given),-11,5,-15,-7,8,-3,-2,3.2,-10
SMILES,CHRM4 antagonist,CHRM1 antagonist,CHO parental Ca,CHO-K1 Ca antag,CHRM4 agonist,CHRM1 agonist,CHRM1 PAM,M1 ag parental,OXTR potentiator
S=C(Cc1ccc(Cl)cc1)N1CCOCC1,-5,-1,-18,11,0,-6,1,-0.3,-25
COc1cccc(C(=O)NCC(c2ccc3c(c2)OCO3)N2CCN(c3ccc(F)cc3)CC2)c1 (stereo not given),-9,28*,-15,0,7,-7,-26,0.8,-5
O=C(CCN1C(=O)COc2ccccc21)NCCC1=CCCCC1,0,4,-6,-1,2,-11,3,0.5,-3
CC1CCC(C(=O)NC(C(=O)NCCCN2CCOCC2)C(C)C)CC1 (stereo not given),-5,-7,-5,-12,0,-5,10,0.0,5
COc1ccc(/C=N\Nc2ccc([N+](=O)[O-])cc2)c(C(=O)O)c1OC,-1,-9,0,-15,1,-2,5,0.4,8
CC1CCN(Cc2c(C#N)c3ccccc3n2C)CC1,-2,-2,-19,-3,0,-4,0,0.2,-14
O=c1[nH]nnc2sc3c(c12)CCCC3,-3,-3,-22,-9,1,-5,4,-0.2,4
CCC(=O)NC(=S)Nc1cccc(NC(=O)c2ccccc2C)c1,1,-3,-9,-8,3,-8,-1,0.5,-14
COc1cc(/C=C/C(=O)Nc2ccc(C)cc2)cc(OC)c1OC,1,-6,-17,-7,4,-4,5,2.1,-4
O=C1CCN2C=Nc3cccc4ccc1c2c34,1,-13,27,-2,14,25*,-3,18*,-14
C[C@@H]1CCCCO[C@H](CN(C)C(=O)Nc2ccc(F)cc2)[C@@H](C)CN([C@H](C)CO)C(=O)c2cc(NC(=O)c3ccccc3)ccc2O1,7,13,nt,-5,0,-10,-10,-0.3,nt
COc1ccc(-c2nc(CSCC(=O)N3CCc4ccccc4C3)c(C)o2)cc1OC,-4,-4,-24,2,2,-4,3,0.5,-6
CC1CCCC(C)N1C(=O)COc1ccc([N+](=O)[O-])cc1Cl (stereo not given),8,-10,-20,-19,0,-5,8,2.6,-8
Cc1ccc(NC(=O)CSc2ncn[nH]2)c([N+](=O)[O-])c1,9,-6,-10,-10,0,-3,5,0.3,1
Cc1ccc(C(=O)Nn2cnc3ccccc3c2=O)cc1C,-1,-1,-11,-7,1,-5,4,1.6,-10
Cc1cc2oc(C(=O)N(Cc3ccccc3)c3ccccn3)cc(=O)c2cc1Cl,-5,6,-13,-12,1,-2,3,0.8,-2
Cc1cnc(C(=O)NC(C)CCc2ccccc2)cn1 (stereo not given),2,9,-7,14,1,-4,0,0.3,-12
O=C(O)C1=C[C@H](c2csc3ccccc23)C[C@H](OCCCCO)O1,-8,5,-12,0,2,-5,6,-0.4,-8
Cc1ccc(N2CCN(C(=O)N3CCOCC3)CC2)cc1C,-3,-16,-9,-18,3,-2,11,3.3,-2
Cc1ccc2c(c1)c1ncnc(N3CCOCC3)c1n2C,-2,-12,-8,-10,3,-2,6,3.1,-7
C=CCN1C(=O)CN=C1Nc1cc(C)ccc1C,-9,5,4,1,0,-4,-1,-0.1,-4
CCOC(=O)c1cc(NC(=O)Nc2ccccc2OC)c(C)nc1C,-6,-28,-10,-14,5,-3,1,3.0,-3
COc1cccc(NC(=O)CN(C)C(=O)c2cc(CN3C(=O)c4ccccc4C3=O)ccc2OC)c1,-17,6,nt,-9,15,-2,-5,3.8,nt
CCC(C)N1C(=O)c2ccccc2C1C(=O)NC1CCCCCC1 (stereo not given),6,1,-9,-8,-2,-5,7,0.3,-4
Cc1cc(=O)[nH]c(N/N=C/CCc2ccccc2)n1,0,-1,-11,-11,2,-5,0,0.4,-2
SMILES,CHRM4 antagonist,CHRM1 antagonist,CHO parental Ca,CHO-K1 Ca antag,CHRM4 agonist,CHRM1 agonist,CHRM1 PAM,M1 ag parental,OXTR potentiator
CC1CN(C(=O)c2cccc(Oc3ccccc3)c2)CC(C)O1 (stereo not given),-1,-10,-16,-4,1,-2,10,1.4,-7
Cc1ccccc1CC1(CO)CCCN(Cc2ccc3c(c2)OCCO3)C1 (stereo not given),-6,-8,-8,-3,5,-12,0,4.6,-6
COc1cccc(/C=N/NC(=O)c2nc(-c3ccccc3)cc(-c3ccccc3)n2)c1O,1,4,-16,14,5,-3,2,0.8,-5
COC(=O)c1ccc(NC(=O)CCn2cccc2)cc1,-3,-7,-9,-9,1,-3,3,0.1,0
COc1ccc(OC)c(S(=O)(=O)NCCc2cn3ccsc3n2)c1,-30,-6,-13,-7,1,-6,-1,-0.1,-2
COc1ccc(NC(=O)c2cccc(N3C(=O)c4ccc(C(=O)Nc5ccc(OC)c(O)c5)cc4C3=O)c2)cc1O,-3,-8,-2,-5,2,-2,7,0.6,-4

# Just CHO parental Ca and CHRM1 agonist, for 6 of the compounds above:
structure	CHO parental Ca	CHRM1 agonist
CC1CN(C(=O)c2cccc(Oc3ccccc3)c2)CC(C)O1 (stereo not given)	-16	-2
Cc1ccccc1CC1(CO)CCCN(Cc2ccc3c(c2)OCCO3)C1 (stereo not given)	-8	-12
COc1cccc(/C=N/NC(=O)c2nc(-c3ccccc3)cc(-c3ccccc3)n2)c1O	-16	-3
COC(=O)c1ccc(NC(=O)CCn2cccc2)cc1	-9	-3
COc1ccc(OC)c(S(=O)(=O)NCCc2cn3ccsc3n2)c1	-13	-6
COc1ccc(NC(=O)c2cccc(N3C(=O)c4ccc(C(=O)Nc5ccc(OC)c(O)c5)cc4C3=O)c2)cc1O	-2	-2

# Shown with bars between the fields: entries from further up.
SMILES | CHRM4 antagonist | CHRM1 antagonist | CHO parental Ca | CHO-K1 Ca antag | CHRM4 agonist | CHRM1 agonist | CHRM1 PAM | M1 ag parental | OXTR potentiator
COC(=O)c1ccc(NC(=O)CCn2cccc2)cc1 | -3 | -7 | -9 | -9 | 1 | -3 | 3 | 0.1 | 0
CC1CN(C(=O)c2cccc(Oc3ccccc3)c2)CC(C)O1 (stereo not given) | -1 | -10 | -16 | -4 | 1 | -2 | 10 | 1.4 | -7
COc1ccc(OC)c(S(=O)(=O)NCCc2cn3ccsc3n2)c1 | -30 | -6 | -13 | -7 | 1 | -6 | -1 | -0.1 | -2
COc1ccc(NC(=O)c2cccc(N3C(=O)c4ccc(C(=O)Nc5ccc(OC)c(O)c5)cc4C3=O)c2)cc1O | -3 | -8 | -2 | -5 | 2 | -2 | 7 | 0.6 | -4

# Assay outcomes from PubChem BioAssay.
